PTAP-TSG101 blk = TSG101-PTAP interaction inhibition, HIV-1 budding; Q99816; Fluorescence polarization, FITC-PTAP peptide/Tsg101, 20 min; Potency, µM (doses to about 115 µM), for the others: at the highest dose activity change, negative = inhibition, most hits filed as inhibitors; 44,000 tested, under 10 active; AID 1347069; further: potency means the concentration at half of the fitted maximal effect; 0% is about no effect
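The Tsg101 binding domain, at 10 uM final, is mixed with compound and a FITC peptide bearing the PTAP motif (50 nM final). After 20 min at r.t., polarization is measured; actives defined by CRC class, efficacy cut-off 60% inhibition.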
B2AR arrestin ag = ADRB2 beta-arrestin recruitment | AID 1347077 | 44,000 tested, under 10 active | P07550 | HTLA Tango cells, beta-arrestin recruitment, luciferase luminescence, 18 h | Potency, µM (doses to about 46.1 µM), inactives show top-dose activation, most hits filed as activators;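 further: potency means the concentration at half of the fitted maximal effect; 0% = DMSO and full agonism = EC100 isoproterenol or metaproterenol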
Target sequence (P07550 whole entry, looked up): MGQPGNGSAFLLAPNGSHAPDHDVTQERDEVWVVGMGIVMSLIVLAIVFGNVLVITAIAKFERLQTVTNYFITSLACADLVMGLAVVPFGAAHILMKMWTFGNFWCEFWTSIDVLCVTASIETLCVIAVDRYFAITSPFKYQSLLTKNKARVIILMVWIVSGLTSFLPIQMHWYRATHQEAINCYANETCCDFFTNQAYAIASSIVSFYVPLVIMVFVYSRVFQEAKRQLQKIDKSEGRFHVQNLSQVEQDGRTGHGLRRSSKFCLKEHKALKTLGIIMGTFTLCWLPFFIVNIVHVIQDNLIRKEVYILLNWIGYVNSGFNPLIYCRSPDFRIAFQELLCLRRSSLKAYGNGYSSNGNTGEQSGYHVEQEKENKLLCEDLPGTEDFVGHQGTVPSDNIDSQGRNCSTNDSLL
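Luminescence read-out: arrestin recruitment to recombinant beta2-AR releases tTA, inducing luciferase. Cells exposed 18 hr at 37 degrees C to up to 46 microM compound; %Activity from corrected signal, concentration-response curves classified by r2, magnitude and efficacy.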
FH mod = Identification of activators of human fumarate hydratase by quantitative high-throughput screening | 0.22% of 54,000 active | Potency, µM (titrated, usually from 79.9 µM), without a hit: at the top dose activity change, negative = inhibition, actives largely listed as inhibitors | FH coupled MDH/diaphorase resazurin fluorescence, 15 min | Fumarate hydratase, mitochondrial (Homo sapiens), P07954; further: potency means the concentration at half of the fitted maximal effect; on the % scale 0 is the no-effect control and ±100 the full control effect; the screen sought activators but most active calls are inhibition curves; nearly all actives have a fitted effect of over 45% in size
NTMT1 inh = inhibitors of human N-terminal methyltransferase NTMT1; NTMT1 MTase-Glo SAH luminescence, purified enzyme; Potency, µM (series often up to 114 µM), without a hit: top-dose activity change, negative = inhibition, usual class: inhibitors; 2.5% of 59,000 active; Q9BV86; AID 1645870;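 further: potency means the concentration at half of the fitted maximal effect; plate controls were DMSO vehicle for no effect and no enzyme for full effect; nearly all actives have a fitted effect of over 65% in size; many of its hits are not listed in these tables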
Target sequence (Q9BV86 whole entry, looked up): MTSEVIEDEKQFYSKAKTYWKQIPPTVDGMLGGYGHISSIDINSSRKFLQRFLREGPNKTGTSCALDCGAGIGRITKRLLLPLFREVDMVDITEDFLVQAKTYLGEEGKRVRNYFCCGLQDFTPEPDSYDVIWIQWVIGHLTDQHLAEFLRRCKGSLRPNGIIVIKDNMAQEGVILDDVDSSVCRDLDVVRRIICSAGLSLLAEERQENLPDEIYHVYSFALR
p53null 32C kill = kills p53 null cells at the permissive temperature. H1299-neo p53 null cells, ATP luminescence, 24 h, 32C. Potency, µM (titrated, usually from 46.1 µM), without a hit: at the highest dose activity change, negative = cytotoxicity, most hits filed as cytotoxic. 0.62% of 55,000 active;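 further: potency means the concentration at half of the fitted maximal effect; 0% = DMSO only and -100% = full killing by 100 µM tamoxifen; nearly all actives have a fitted effect of over 55% in size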
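We seeded p53-null H1299-neo cells, incubated them overnight at 37C, and added compounds across a range up to 46 uM. After 24 hours at 32C, ATP reagent was applied for 20 min at room temperature and luminescence recorded.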
GALK inh = inhibitors of human galactokinase (GALK); Potency, µM (series often up to 57.5 µM), for the others: top-dose activity, negative = inhibition, actives largely listed as inhibitors; 44,000 tested, under 10 active; recombinant GALK, Kinase-Glo ATP luminescence, 1 h; P51570;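 further: plate controls were full GALK reaction for no effect and reaction lacking GALK for full effect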
Target sequence (P51570 whole entry, looked up): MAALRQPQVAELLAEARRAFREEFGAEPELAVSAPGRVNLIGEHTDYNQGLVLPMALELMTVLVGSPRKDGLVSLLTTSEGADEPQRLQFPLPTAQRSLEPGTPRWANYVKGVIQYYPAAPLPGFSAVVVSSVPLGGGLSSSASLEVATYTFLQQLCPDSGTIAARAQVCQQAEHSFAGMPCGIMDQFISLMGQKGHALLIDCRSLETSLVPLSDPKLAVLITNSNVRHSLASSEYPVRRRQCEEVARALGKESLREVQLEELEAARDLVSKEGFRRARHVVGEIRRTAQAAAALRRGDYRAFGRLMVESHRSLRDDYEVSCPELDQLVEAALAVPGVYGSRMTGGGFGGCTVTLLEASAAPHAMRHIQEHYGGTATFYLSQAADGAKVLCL
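5 nM GALK with 35 µM ATP and 100 µM galactose in HEPES pH 8.0, MgCl2, NaCl, DTT, BSA; 1 h RT reaction, remaining ATP detected by Kinase-Glo Plus luminescence after 10 min; qHTS concentration series.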
p53null 39C kill = kills p53 null cells at the nonpermissive temperature. H1299 p53-null (neo) cells, 39C, ATPlite viability, 24 h. AID 904. 0.97% of 55,000 active. Potency, µM (top dose mostly 46.1 µM), without a hit: top-dose activity, negative = cell killing, usual class: cytotoxic;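 further: potency means the concentration at half of the fitted maximal effect; 0% = DMSO only and -100% = full killing by 100 µM tamoxifen; nearly all actives have a fitted effect of over 50% in size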
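Following overnight plating at 37C (600 cells/well), H1299-neo or H1299-p53A138V cells are dosed up to 46 uM. Incubation lasts 24 hr at 39C before ATP detection.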
An asterisk follows results filed as active; ? = inconclusive; · = no result given; [ ] = another dose, or the depositor's remark. The call rests on the fitted dose curve; in most records, active means well fitted curve in the direction sought with a large enough effect; inconclusive means small, poorly fitted or top-dose-only effect, or another doubt; inactive means no such curve, though single readings can be large; an effect the other way counts as inactive or inconclusive. Some of the compounds tested, so the mix of outcomes need not match the whole.

structure | PTAP-TSG101 blk | B2AR arrestin ag | FH mod | NTMT1 inh | p53null 32C kill | GALK inh | p53null 39C kill
Cc1nc2c(-c3ccc(F)cc3)c(C)nn2c(C)c1CCC(=O)NCc1ccc(Cl)cc1 | -3% | 1% | -1% | 7% | 0% | 8% | 6%
COc1ccccc1NC(=O)CCNS(=O)(=O)c1ccc2c(c1)CCN2C(=O)C1CC1 | 1% | -1% | 2% | -12% | -8% | 2% | 14%
COc1ccccc1N1CCN(c2ncnc3onc(-c4cccc(Cl)c4)c23)CC1 | -1% | 0% | -1% | -8% | 5% | -8% | -11%
CCOc1ccc(-n2c(=O)c3c(C)c(C)sc3n(CC(=O)c3ccccc3)c2=O)cc1 | 2% | -1% | -13% | 9% | 6% | 6% | -3%
Cc1oc(-c2ccccc2F)nc1Cn1c(SCc2ccccc2F)nc2ccncc21 | -9% | -2% | -22% | 4% | 9% | -10% | -8%
COCCc1nn2c(=O)cc(COC(=O)c3ccc(Br)cc3)nc2s1 | 1% | -1% | ? | 1% | -1% | 0% | -2%
CN1C(C(=O)NC(C)(C)C)=CC(c2ccc3c(c2)OCO3)=NS1(=O)=O | 0% | -3% | -10% | 3% | -5% | -9% | -13%
O=C(Nc1nnc(S(=O)(=O)N2CCN(c3ccc(F)cc3)CC2)s1)c1ccc(Cl)cc1 | 6% | -1% | 4% | 25% | 3% | 0% | 1%
Cc1ccc(CCNC(=O)c2c[nH]c3ccc(S(=O)(=O)Nc4ccc(C)cc4C)cc3c2=O)cc1 | -1% | -1% | -6% | 0% | ? | 1% | 13%
Cc1ccc(CNC(=O)CCS(=O)(=O)c2cc(Br)cc3c2N(C(=O)C2CC2)CC3)cc1 | 1% | -2% | -14% | 3% | 11% | 3% | -19%
Cc1cccc(-c2nc3c4ccccc4n(CC(=O)Nc4cccc(F)c4)c(=O)n3n2)c1 | -3% | -4% | -8% | -2% | -4% | -1% | ?
COc1ccc(C2CC(=O)N(Cc3ccc(F)cc3)c3ccccc3S2)cc1 (configuration not stated) | -3% | -2% | -16% | 6% | 34%[activator] | -2% | 20%
Cc1ncc(CO)c2c1Oc1nc(-c3ccccc3)nc(SCC(=O)N3CCCCC3)c1C2 | 3% | 1% | -23% | -3% | 3% | 3% | -22%
COc1ccc(C2CC(=O)c3c([nH]c(C(=O)OC4CCC(C)CC4)c3C)C2)cc1OC (configuration not stated) | -4% | 1% | -4% | -1% | -8% | 2% | -3%
CCN1CCN(c2cc3c(cc2F)c(=O)c(S(=O)(=O)c2ccccc2)cn3C)CC1 | 0% | 3% | -3% | ? | 18% | 2% | 17%
CC(C)C(=O)Nc1ccccc1OCc1cc(=O)n2ccccc2n1 | -7% | 0% | -1% | 9% | -5% | 1% | 11%
Cc1cc(C)cc(NC(=O)CN(c2cccc(C)c2C)S(=O)(=O)c2ccccc2)c1 | -7% | -2% | -17% | 1% | 8% | 1% | ?
CC(=O)N1c2ccccc2C(=O)C1N1CCN(c2ccccc2)CC1 (configuration not stated) | -4% | -1% | -2% | -5% | -4% | 0% | -17%
O=C(CSc1ncc2c(n1)-c1cc(Cl)ccc1N(Cc1ccccc1F)S2(=O)=O)Nc1cccc(C(F)(F)F)c1 | -1% | 0% | -23% | 6% | 0% | 2% | -19%
Cc1ccc(CSc2ncc(Cl)c(C(=O)NCc3ccccc3)n2)cc1 | -3% | -1% | -7% | 10% | -9% | -5% | -21%
CC(=O)c1cccc(NC(=O)C(C)n2c(=O)cc(C)c3c(C)nn(-c4ccccc4)c32)c1 (configuration not stated) | -1% | -1% | -17% | 8% | -5% | 1% | -27%
COc1cccc(NC(=O)C2CCN(c3nc4ccccc4nc3C(F)(F)F)CC2)c1 | 0% | -1% | 13% | 8% | 10% | 1% | -21%
N#Cc1cccc(NC(=O)C2CCN(S(=O)(=O)c3ccc4[nH]c(=O)ccc4c3)CC2)c1 | -1% | 0% | -3% | -15% | -2% | -1% | 20%
CC(C)CN(c1ccccc1)S(=O)(=O)c1nnc(NC(=O)C2CCCCC2)s1 | -2% | 3% | 3% | -4% | -4% | 0% | -2%
COc1ccc(-c2nc(C)c(CCNC(=O)c3ccc(C(F)(F)F)cc3)s2)cc1OC | 0% | 1% | 1% | ? | 8% | -8% | 21%
COc1ccc(CNC(=O)CSc2nc3ccccc3nc2Cc2ccccc2)cc1 | 1% | -1% | 7% | ? | -3% | 0% | -9%
COc1ccccc1NC(=O)CSc1nc2ccccc2c2nc(-c3ccccc3)nn12 | -6% | -2% | -4% | -5% | -6% | 1% | -1%
CCN(C(=O)CSc1nc(-c2ccc(C(C)C)cc2)no1)c1ccccc1 | -7% | 1% | -24% | 6% | 13% | 0% | 29%
COc1ccc(-c2nc(CS(=O)(=O)CC(=O)NCCc3ccc(C)cc3)c(C)o2)cc1 | 5% | 1% | 4% | 8% | -1% | 1% | 0%
Cc1ccc(-n2ncc(C(=O)N3CCC(c4ccccc4)C3)c2C2CCN(C(=O)OC(C)(C)C)CC2)cc1 (configuration not stated) | -9% | 1% | -22% | -2% | 18% | 0% | -30%

The results go on.
Every second line gives: PTAP-TSG101 blk, B2AR arrestin ag, FH mod, NTMT1 inh, p53null 32C kill, GALK inh, p53null 39C kill
O=C(CSc1nc(-c2cccs2)cc(C(F)(F)F)n1)Nc1ccccc1Cl
 : -6%, 1%, -2%, 12%, 3%, 0%, -18%
O=C(NCCCN1CCN(c2ccccc2F)CC1)c1ccc2nc(CCc3ccccc3)oc2c1
 : -2%, 0%, ?, -9%, 0%, -2%, 14%
CCOC(=O)N1CCC(NC(=O)c2cnn(-c3cccc(C)c3)c2-n2cccc2)CC1
 : 0%, -1%, 6%, 5%, -8%, 1%, -22%
CC(C)CC(=O)NC1CC(=O)N(c2ccc3c(c2)OCCO3)C1 (configuration not stated)
 : 3%, -3%, 6%, 6%, -4%, 0%, 1%
COc1ccc(CNC(=O)CSc2ncc3c(n2)-c2ccc(Cl)cc2N(Cc2ccc(F)cc2)S3(=O)=O)cc1OC
 : 5%, -2%, ?, -11%, -5%, 3%, -7%
O=C(CSc1ncc2c(n1)-c1ccc(Cl)cc1N(Cc1ccccc1)S2(=O)=O)Nc1ccc(F)c(F)c1
 : 3%, -1%, -14%, 8%, 9%, 5%, -11%
CCc1ccc(-c2[nH]c3c(c2-c2sc(C)c(C(=O)OC)c2O)c(=O)n(C)c(=O)n3C)cc1
 : 1%, -3%, 8%, 11%, -2%, 7%, -13%
CCOc1ccc(NC(=O)CSc2ncc3c(n2)-c2cc(Cl)ccc2N(C)S3(=O)=O)cc1
 : -1%, 0%, -8%, 9%, -2%, -4%, -6%
CCc1ccccc1NC(=O)CSc1nc2c(oc3ccccc32)c(=O)n1-c1ccccc1F
 : 1%, -2%, -14%, -4%, 2%, -1%, 10%
CCc1ccc(NC(=O)CC(c2ccc(C)cc2)N2Cc3ccccc3C2=O)cc1 (configuration not stated)
 : 1%, 0%, -27%, -4%, -2%, 0%, -18%
CCC(C)NC(=O)Cn1c(=O)n(CC2CCC(C(=O)NC)CC2)c(=O)c2sccc21 (configuration not stated)
 : -7%, 0%, 3%, 9%, 5%, 1%, -9%
COc1cc(Cl)c(C)cc1NC(=O)c1sc2nc(C)cc(C)c2c1N
 : -5%, 1%, -5%, 7%, 3%, 0%, -17%
COc1ccccc1NC(=O)c1sc2nc(-c3cc4cc(Cl)ccc4oc3=O)[nH]c(=O)c2c1C
 : -9%, 0%, 9%, 12%, 7%, 0%, -13%
Cc1cccn2c(Nc3ccc4c(c3)OCCO4)c(-c3ccc(Br)o3)nc12
 : -22%, -1%, -29%, ?, 2%, 0%, 9%
CC(=O)Nc1ccc(NC(=O)Nc2sc3nc4n(c(=O)c3c2C)CCC(C)CC4)cc1 (configuration not stated)
 : 16%, 1%, ·, ·, -5%, -13%, -12%
CCN(c1ccc(C)cc1C)S(=O)(=O)c1nnc(NC(=O)CC(C)C)s1
 : -1%, 0%, -17%, 17%, 0%, 1%, -19%
CCc1noc(-c2ccc(NCc3ccccc3)c([N+](=O)[O-])c2)n1
 : 0%, -3%, -8%, 8%, -10%, 2%, 28%
CCOc1ccc(NS(=O)(=O)c2ccc3c4c(cccc24)C(=O)N3)cc1
 : -10%, 1%, ?, ?, 21%, -1%, 14%
CCOCCn1c(=O)c2c(nc3n2CCN3c2ccc(C)c(C)c2)n(C)c1=O
 : 3%, 4%, ?, 13%, 16%, 3%, 0%
Cc1ccc(-n2c(=O)c3ccc(C(=O)NCc4ccccc4Cl)cc3n(CC(=O)Nc3cccc(F)c3)c2=O)cc1
 : 3%, -2%, 12%, -20%, 0%, 0%, -12%
CCN1CCc2nc3sc(C(=O)c4ccc(F)cc4)c(N)c3cc2C1
 : 8%, -1%, -1%, ?, 0%, -1%, 11%
Oc1ccc(Nc2nc3ccccc3n3cnnc23)cc1
 : -1%, 0%, -9%, -15%, -4%, 7%, -15%
COc1ccc(CCNC(=O)c2c[nH]n3c(=O)c(Cc4ccccc4Cl)c(C)nc23)cc1OC
 : 3%, 0%, 18µM*, -6%, ?, -17%, ?

Retrieved one by one from the list above (7):
Every second line gives: PTAP-TSG101 blk, B2AR arrestin ag, FH mod, NTMT1 inh, p53null 32C kill, GALK inh, p53null 39C kill
CCN(c1ccc(C)cc1C)S(=O)(=O)c1nnc(NC(=O)CC(C)C)s1
 : -1%, 0%, -17%, 17%, 0%, 1%, -19%
Cc1ccc(-n2c(=O)c3ccc(C(=O)NCc4ccccc4Cl)cc3n(CC(=O)Nc3cccc(F)c3)c2=O)cc1
 : 3%, -2%, 12%, -20%, 0%, 0%, -12%
CCC(C)NC(=O)Cn1c(=O)n(CC2CCC(C(=O)NC)CC2)c(=O)c2sccc21 (configuration not stated)
 : -7%, 0%, 3%, 9%, 5%, 1%, -9%
CCOc1ccc(NS(=O)(=O)c2ccc3c4c(cccc24)C(=O)N3)cc1
 : -10%, 1%, ?, ?, 21%, -1%, 14%
CCc1noc(-c2ccc(NCc3ccccc3)c([N+](=O)[O-])c2)n1
 : 0%, -3%, -8%, 8%, -10%, 2%, 28%
COc1ccccc1NC(=O)c1sc2nc(-c3cc4cc(Cl)ccc4oc3=O)[nH]c(=O)c2c1C
 : -9%, 0%, 9%, 12%, 7%, 0%, -13%
CCOCCn1c(=O)c2c(nc3n2CCN3c2ccc(C)c(C)c2)n(C)c1=O
 : 3%, 4%, ?, 13%, 16%, 3%, 0%

Screening results as filed in PubChem.
